# Screening results from PubChem BioAssay.
# BL2 CD40 inh: CD40 pathway inhibition in BL2 cells; BL2 NF-kB luciferase reporter, CD40L-induced, 4 h; inhibition, % at 10 µM; hit rate 0.94% among 83,000;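 active = mean inhibition of at least 50% with a set share of replicates also reaching that level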;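 also: 0% = neutral control wells and 100% = IKK inhibitor VII at 50 µM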
# The depositor's hits bear a star; & = joins results of further samples; [ ] = dose if it differs, or a comment. Not all compounds are listed; count on the stated rates, not on these rows.
BL2 CD40 inh	canonical_smiles
-94	COc1cccc(Nc2nc(-c3ccc4c(c3)OCCO4)cs2)c1
-11	CN(C)C(=O)c1ccc(NC(=O)c2ccc(-c3ccc(Cl)cc3)o2)cc1
5	Cc1ccnc(NC(=O)c2cc(-n3cnnc3)ccc2Cl)c1
29	C[C@@H]1CN([C@@H](C)CO)C(=O)c2c(c3ccccc3n2C)-c2ccccc2CO[C@H]1CN(C)CC1CC1
15	COc1ccccc1CC(=O)Nc1c[nH]c(=O)[nH]c1=O
0[25 µM]	CC(C)C#Cc1ccc([C@@H]2[C@@H](CO)N(C(=O)c3ccccn3)[C@H]2C#N)cc1
0[25 µM]	O=C(CN1CCOCC1)N1CC[C@@H]2[C@@H](CO)Nc3ccc(-c4ccccc4F)cc3[C@@H]21
14&2	CC(C)NC(=O)N1[C@@H]2CN(CC(F)(F)F)C[C@H]1C2c1ccccc1 (stereo partly drawn)
6	CCCC(=O)Nc1ccc(Cl)c(NC(=O)C(C)(C)C)c1
8[25 µM]	N#C[C@@H]1[C@@H](c2ccc(-c3cccc(F)c3)cc2)[C@H](CO)N1c1nc(-c2ccccc2)cs1
4[25 µM]	O=C(NCc1ccncn1)[C@@H]1[C@@H](CO)[C@@H]2Cn3c(ccc(-c4ccncc4)c3=O)[C@@H]2N1CC1CC1
27	C[C@@H]1CN([C@H](C)CO)C(=O)Cc2cc(NS(=O)(=O)c3ccc(F)cc3)ccc2O[C@@H]1CN(C)Cc1ccc(C(F)(F)F)cc1
5	O=C1CCCc2c1nc(-c1ccco1)n2O
6	CC(C)Oc1ccc2nnnn2n1
-70	CCn1cnc2c1c(=O)n(CC(=O)N1CCc3ccccc31)c(=O)n2Cc1ccccc1
11	Cc1cccn2cc(CCNC(=O)c3ccco3)nc12
2[25 µM]	Cc1cccc(-c2ccc(C3[C@@H]4CN(Cc5cccnc5)C[C@H]3N4)cc2)c1 (stereo partly drawn)
-7	c1ccc(Oc2ncnc3oc(-c4ccccc4)cc23)cc1
4	Cc1nc2cc(S(=O)(=O)N3CCC(C(=O)O)CC3)ccc2n1C1CCCC1
0[25 µM]	Cc1noc(C)c1S(=O)(=O)N(C)C[C@H]1OCCCC[C@@H](C)Oc2ccc(NC(=O)CCC(F)(F)F)cc2C(=O)N([C@@H](C)CO)C[C@H]1C
10	CCN1CCN(CC(=O)Nc2sc3c(c2C#N)CCC(C)C3)CC1 (stereo not drawn)
3[25 µM]	O=C(O)C[C@H]1C[C@H]2c3cc(NC(=O)Nc4ccc(C(F)(F)F)cc4)ccc3O[C@H]2[C@H](CO)O1
-3	CC(C)NC(=O)c1cccc(C(F)(F)F)c1
-14	O=C(NCCCN1CCOCC1)c1c(O)c2ccccc2[nH]c1=O
-1	Cc1ccc(S(=O)(=O)Nc2ccc(N3CCN(C)CC3)nc2)cc1
4	N#Cc1cc(Oc2cccnc2)c(Oc2cccnc2)cc1C#N
-106	COc1ccc(-c2cccc(C(=O)Nc3cccc(C(=O)O)c3)c2)cc1
0[25 µM]	CCCN(C[C@@H]1[C@@H](c2ccccc2)[C@H](CO)N1C(C)=O)C(=O)NC(C)C
11	CC(=O)Nc1ccc(S(=O)(=O)N(C)CC(=O)NC2CCCCCCC2)cc1
2	CCN(CC)C(=O)CN(C#N)c1nc(C)cc(C)n1
12	N#Cc1ccc(CSc2nnc(NC(=O)C3CCCO3)s2)cc1 (stereo not drawn)
11	C=CCN(c1ccccc1OC)S(=O)(=O)c1ccc(Cl)c(C(=O)Nc2ccc(N3CCOCC3)cc2)c1
-14	COc1cccc(NCc2nnc(SCC(=O)NC3CCS(=O)(=O)C3)n2C2CCCCC2)c1 (stereo not drawn)
5	COc1cccc(OCc2cc(/C=N/n3cncn3)ccc2OC)c1
0	COc1cc(NS(C)(=O)=O)cc(OC)c1OC
-11[25 µM]	COc1ccc2c3c([nH]c2c1)[C@@H](CO)N(C(=O)Nc1ccc(F)cc1)CC31CN(C(=O)c2ccccn2)C1
-2	Cc1oc2c(c1C(=O)NCCO)CCCC2
-2[25 µM]	COC(=O)C[C@H]1CC[C@H]2[C@@H](COc3ccc(NC(=O)Nc4cccc(C#N)c4)cc3C(=O)N2C)O1
11	CC1(C2CC2)NC(=O)N(CC(=O)N2CCN(c3ccc(F)cc3)CC2)C1=O (stereo not drawn)
-1	O=S(=O)(c1ccccc1)N(CC(O)COc1ccccc1)c1ccccc1 (stereo not drawn)
15	CCN1CCCC1CNS(=O)(=O)c1cccc(C(F)(F)F)c1 (stereo not drawn)
1	COc1cc2nc(CN(C)Cc3ccc(C(C)(C)C)cc3)[nH]c(=O)c2cc1OC
6	O=C(CNS(=O)(=O)c1ccccc1)Nc1cccc([N+](=O)[O-])c1
-6	Cc1cccc(NC(=O)CCc2nnc3ccc(N4CCC(C)CC4)nn23)n1
6	O=C(O)COc1ccc2c(c1)CCCC2
5	O=C(O)CCNC(=O)c1cncc(Br)c1
-83	Fc1ccc(-c2noc(-c3ccc4c(c3)CCO4)n2)cc1
1	CN(C)CCCN(Cc1ccccc1)C(=S)NCc1ccccc1
12	O=C(CC(c1ccccc1)c1ccccc1O)N1CCCC1 (stereo not drawn)
9	C[C@]12CCC(=O)CC1=CCC1C3CC=C(C#N)[C@@]3(C)CC[C@@]12O (stereo partly drawn)

# (cont.)
BL2 CD40 inh	canonical_smiles
5	COc1ccc(CNC(=O)C2CCCN2C)cc1OC (stereo not drawn)
6[25 µM]	COCC(=O)O[C@]1(CCN(C)CCCc2nc3ccccc3[nH]2)CCc2cc(F)ccc2[C@@H]1C(C)C
-54	COc1ccc2c(c1OC)C(=O)N(c1ccccn1)C2
15	CCCC#Cc1ccc([C@H]2[C@@H](C#N)N(C(=O)C3CCCC3)[C@H]2CO)cc1
-86	Cc1cnc(NC(=O)CC2CCCC2)s1
3	O=C(CCN1C(=O)c2ccccc2S1(=O)=O)Nc1cccc(F)c1
7	Cn1cnnc1Sc1nc([N+](=O)[O-])nn1C
-16	COc1ccc(-c2nn(-c3ccccc3)cc2CN(C)CCn2ccnc2C)c(F)c1
-12[25 µM]	CCCC(=O)N1CC2(C1)CN(Cc1cccnc1)[C@@H](CO)c1[nH]c3cc(OC)ccc3c12
5	O=C(c1ccccn1)N1C[C@H]2[C@@H](c3ccccc31)[C@@H](CO)N2C(=O)C1CCCC1
6	c1ccc(C2CC(c3cccs3)Nc3nnnn32)cc1 (stereo not drawn)
4[25 µM]	C[C@@H]1CCCCO[C@H](CN(C)CC2CCCCC2)[C@@H](C)CN([C@H](C)CO)C(=O)c2cc(NS(C)(=O)=O)ccc2O1
3	Cc1[nH]c2ccc(C(=O)N3CCN(c4ccccn4)CC3)cc2c1C
-1	CCOP(=O)(OCC)c1nc(-c2ccc(Cl)cc2)oc1NCc1ccccc1
6	COCc1nnc(NC(=O)c2ccc(S(=O)(=O)N3CCCc4ccccc43)cc2)o1
-2	CCOC(=O)c1c(C)c(C(=O)NC(C)COC)c(C)n1CC (stereo not drawn)
10	CC(OC(=O)c1cccnc1)C(=O)NCc1ccc2c(c1)OCO2 (stereo not drawn)
20	CCCS(=O)(=O)N1CCCC(C(=O)NCCN(CC)CC)C1 (stereo not drawn)
11	COC(=O)C(NC(=O)c1c(C)nn(C)c1Cl)c1ccccc1 (stereo not drawn)
12	COc1ccc(CNC(=O)c2ccc3ccccc3n2)cc1OC
9	CCOc1ccc(NC(=O)CN(C)C(=O)c2cn3ccccc3n2)cc1OCC
6&5	Cc1ccccc1-c1ccc(C2[C@@H]3CN(C(=O)Cc4ccccc4)C[C@H]2N3)cc1 (stereo partly drawn)
8	COc1ccc(OCC2CNC(=O)O2)cc1 (stereo not drawn)
6	O=C(c1ccccc1F)N1CC[C@H]2[C@H](CO)Nc3ccc(C#Cc4ccccc4)cc3[C@H]21
8	CN(C(=O)c1c(Cl)cnn1C)C12CC3CC(CC(C3)C1)C2

# Part of the list above, as tab-separated lines:
mol	BL2 CD40 inh
COc1ccc(CNC(=O)C2CCCN2C)cc1OC (stereo not drawn)	5
COCC(=O)O[C@]1(CCN(C)CCCc2nc3ccccc3[nH]2)CCc2cc(F)ccc2[C@@H]1C(C)C	6[25 µM]
COc1ccc2c(c1OC)C(=O)N(c1ccccn1)C2	-54
CCCC#Cc1ccc([C@H]2[C@@H](C#N)N(C(=O)C3CCCC3)[C@H]2CO)cc1	15
Cc1cnc(NC(=O)CC2CCCC2)s1	-86
O=C(CCN1C(=O)c2ccccc2S1(=O)=O)Nc1cccc(F)c1	3
Cn1cnnc1Sc1nc([N+](=O)[O-])nn1C	7
COc1ccc(-c2nn(-c3ccccc3)cc2CN(C)CCn2ccnc2C)c(F)c1	-16
CCCC(=O)N1CC2(C1)CN(Cc1cccnc1)[C@@H](CO)c1[nH]c3cc(OC)ccc3c12	-12[25 µM]
O=C(c1ccccn1)N1C[C@H]2[C@@H](c3ccccc31)[C@@H](CO)N2C(=O)C1CCCC1	5
c1ccc(C2CC(c3cccs3)Nc3nnnn32)cc1 (stereo not drawn)	6
C[C@@H]1CCCCO[C@H](CN(C)CC2CCCCC2)[C@@H](C)CN([C@H](C)CO)C(=O)c2cc(NS(C)(=O)=O)ccc2O1	4[25 µM]
Cc1[nH]c2ccc(C(=O)N3CCN(c4ccccn4)CC3)cc2c1C	3
CCOP(=O)(OCC)c1nc(-c2ccc(Cl)cc2)oc1NCc1ccccc1	-1
COCc1nnc(NC(=O)c2ccc(S(=O)(=O)N3CCCc4ccccc43)cc2)o1	6
CCOC(=O)c1c(C)c(C(=O)NC(C)COC)c(C)n1CC (stereo not drawn)	-2
CC(OC(=O)c1cccnc1)C(=O)NCc1ccc2c(c1)OCO2 (stereo not drawn)	10
CCCS(=O)(=O)N1CCCC(C(=O)NCCN(CC)CC)C1 (stereo not drawn)	20

# 2 entries drawn at random from those above, as already listed:
BL2 CD40 inh	canonical_smiles
20	CCCS(=O)(=O)N1CCCC(C(=O)NCCN(CC)CC)C1 (stereo not drawn)
5	O=C(c1ccccn1)N1C[C@H]2[C@@H](c3ccccc31)[C@@H](CO)N2C(=O)C1CCCC1

# Following part.
BL2 CD40 inh	canonical_smiles
-9	O=C(CCn1c(=O)oc2ccccc21)N1CCCCCC1
4	O=C(CCn1c(=O)oc2ccccc21)NCCCN1CCN(c2ccc(F)cc2)CC1
-2[25 µM]	C[C@@H]1CN([C@@H](C)CO)C(=O)CCCn2nncc2CO[C@H]1CN(C)C(=O)c1ccc2ccn(C)c2c1
2	C[C@@H]1CN([C@@H](C)CO)C(=O)c2c(c3ccccc3n2C)-c2ccccc2CO[C@H]1CN(C)S(=O)(=O)c1ccc(F)cc1
-6	CCS(=O)(=O)N1CC(=O)N2[C@@H](CO)[C@H](c3ccc(-c4cccc(F)c4)cc3)[C@@H]2C1
3	CCC(=O)Nc1sc(Cc2ccc3c(c2)OCO3)c(C)c1C(N)=O
-5	Cc1nc(CSc2n[nH]c(=O)n2-c2ccccc2)cs1
3	COc1ccc(S(=O)(=O)N2CC[C@@H]3[C@H]2c2cc(-c4ccc(F)cc4)ccc2N(C)[C@H]3CO)cc1
-25	CC(=O)Nc1ccc2ccccc2c1
6	Cc1c(C(=O)N(Cc2ccncc2)CC2CCCO2)oc2c(F)cccc12 (stereo not drawn)
-1	COc1ccc(CNS(=O)(=O)c2ccc(F)c(C(=O)Nc3ccc(OC)cc3)c2)cc1
-9	CCOC(=O)/C(O)=C(\C#N)c1nc2ccccc2[nH]1
-7	COc1ccc(CCC(=O)OCC(=O)Nc2sccc2C#N)cc1
12	CC(C)c1[nH]c(=O)c(C#N)c2c1COC(C)(C)C2
-1	C[C@H]1CN([C@@H](C)CO)C(=O)c2ccccc2-c2ccccc2CO[C@@H]1CN(C)Cc1ccc(F)cc1
-2[25 µM]	C[C@H](CO)N1C[C@H](C)[C@H](CN(C)C(=O)NC2CCCCC2)OCCCC[C@H](C)Oc2ccc(N(C)C)cc2C1=O
-6	Cc1ccc(S(=O)(=O)N2CCN(C(=O)COC(=O)CCOc3ccccc3C)CC2)c(C)c1
22	O=C(Nc1ccccc1NS(=O)(=O)c1ccc(F)cc1)C1CCC1
-5[25 µM]	Cc1ccc(S(=O)(=O)N2C[C@H]3[C@@H](c4ccccc42)[C@H](CO)N3Cc2cccnc2)cc1
-45	O=C(NCCc1ccc(Cl)cc1)c1n[nH]c2ccccc12
-13	CO[C@@H]1CN(C)C(=O)c2cc(NC(=O)C3CCC3)ccc2OC[C@@H](C)N(Cc2nccs2)C[C@@H]1C
0	Cc1cc(=O)oc2c(CN(C)Cc3ccccc3)c(O)ccc12
3	CCOC(=O)C1(c2ccccc2)CCCNC1=O (stereo not drawn)
-12	COc1ccc(NC(=O)CN(C)C(=O)CCC(=O)c2ccc(C)cc2)cc1
11	O=S(=O)(c1ccccc1)N1CCN(c2ncnc3scc(-c4ccccc4)c23)CC1
-9	COc1ccc(C2CN=NC23CCc2ccccc2C3=O)cc1 (stereo not drawn)
20	CCOC(=O)C(=Cc1ccccc1OC)C(=O)OCC
-5	CCOC(=O)CN1C(=O)SC(Nc2ccc(C)cc2)C1=O (stereo not drawn)
-7[25 µM]	COCC(=O)Nc1ccc2c(c1)[C@H]1C[C@H](CC(=O)N[C@@H](C)c3ccccc3)O[C@@H](CO)[C@H]1O2
-4	COc1ccc(CCNC(=O)C(C)SCC(=O)Nc2ccc(F)cc2)cc1 (stereo not drawn)
-11	CCN1CCSc2ccc(C(=O)Nc3ccc(NC(C)=O)cc3)cc21
6	O=C1NC(c2ccncc2)Nc2ccccc21 (stereo not drawn)
7	N#C[C@H]1[C@@H](c2ccccc2C2=CCCCC2)[C@@H](CO)N1C(=O)NC1CCCCC1
3	O=C(NC1CC2CCCC(C1)N2Cc1cccs1)c1ccc([N+](=O)[O-])cc1 (stereo not drawn)
-1&-29	O=S(=O)(c1cccc(F)c1)N1[C@@H]2CNC[C@H]1C2c1ccc(-c2ccccc2)cc1 (stereo partly drawn)
-8[25 µM]	Nc1nc2ccc(Cl)cc2c2nc(-c3ccco3)nn12
16	Cc1cc(C(=O)NC(C)CCC(C)C)c2ccccc2n1 (stereo not drawn)
9	Cc1ccc(C(=O)CCC(=O)Nc2ccc(C)cn2)cc1
-12	CSc1nnc(SCC(=O)NC(=O)c2ccccc2)s1
10	O=S(=O)(c1ccccc1)c1cnc(-c2ccccc2)nc1N1CCCC1
-15	COc1cc(C(=O)NN=C2c3ccccc3-c3ccccc32)cc(OC)c1OC
